Calb biofilm kill: clotrimazole potentiators killing Candida biofilms, primary screen, with clotrimazole, Alamar Blue; 85,000 compounds, 0.14% hits; AID 834, 2007; C. albicans biofilm + clotrimazole; inhibition, % at 6 µM;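 active means inhibition above 20%; inactive means inhibition below 20%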;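 further: preformed 24 hr biofilms exposed to compound for 48 hr; 0% = biofilm without compound and 100% = blank killed by clotrimazole plus chlorhexidine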
Smad3 inh: Smad3/FoxH1 peptide binding inhibitors, primary screen, biochemical, TR-FRET. Mothers against decapentaplegic homolog 3 (Homo sapiens), P84022. TR-FRET Smad3/Dy647-FoxH1 peptide binding, europium anti-His. inhibition, % at 25 µM. 88,000 compounds, 0.29% hits;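 active means compounds that reduce the energy-transfer binding signal between the protein and its labelled peptide by more than half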;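 further: 0% = Smad3 plus labelled peptide maximal FRET and 100% = peptide-only background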
ERb SRC1 inh: inhibitors of ERβ-SRC1 coactivator interaction, primary screen, biochemical, TR-FRET, ERβ LBD, SRC-1 peptide. Estrogen receptor beta (Homo sapiens), Q92731. TR-FRET ER-beta LBD / SRC1-Cy5 peptide binding; receptor agonist-loaded with 1 µM estradiol. inhibition, % at 25.6 µM. 86,000 compounds, 1.3% hits. AID 633, 2007;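 active means compounds whose percent inhibition of the receptor-coactivator binding signal exceeds about 50% in the single-dose screen, limit read from the data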;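 further: 0% = receptor plus peptide wells without compound and 100% = peptide-only wells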
* marks the source's active call; other numbers are inactive results.

SMILES	Calb biofilm kill	Smad3 inh	ERb SRC1 inh
CCN(CC)CCOC(=O)C(c1ccccc1)c1ccccc1	13	11	-5
CN(C)CCOC(=O)C(c1ccccc1)C1(O)CCCC1 (stereo unspecified)	16	-2	1
CN1CCN(c2c(F)cc3c(=O)c(C(=O)O)cn4c3c2SCC4)CC1	6	-3	2
O=C1CCc2cc(OCCCCc3nnnn3C3CCCCC3)ccc2N1	8	-1	1
CN1CCC(=C2c3ccccc3CC(=O)c3sccc32)CC1	-2	-1	0

Single values from the list:
CN(C)CCOC(=O)C(c1ccccc1)C1(O)CCCC1 (stereo unspecified) in ERb SRC1 inh: 1
CCN(CC)CCOC(=O)C(c1ccccc1)c1ccccc1 in ERb SRC1 inh: -5

Of the compounds above, these contain nitrogen in an aromatic ring.
SMILES	Calb biofilm kill	Smad3 inh	ERb SRC1 inh
CN1CCN(c2c(F)cc3c(=O)c(C(=O)O)cn4c3c2SCC4)CC1	6	-3	2
O=C1CCc2cc(OCCCCc3nnnn3C3CCCCC3)ccc2N1	8	-1	1

Of the compounds above, 2 have sulfur:
SMILES	Calb biofilm kill	Smad3 inh	ERb SRC1 inh
CN1CCN(c2c(F)cc3c(=O)c(C(=O)O)cn4c3c2SCC4)CC1	6	-3	2
CN1CCC(=C2c3ccccc3CC(=O)c3sccc32)CC1	-2	-1	0

Screening results from PubChem BioAssay.

Only part of the results is shown. The share of hits here may be higher or lower than overall.
